B2AR arrestin: agonists driving beta-arrestin recruitment to human beta2-adrenergic receptor; P07550; beta-arrestin recruitment to beta2AR, cell-based reporter; Potency, µM (highest dose often 46.1 µM), inactives show at the top dose activation, usual class: activators; hit rate 0.02% among 330,000;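 also: potency is read from the fitted curve at half-maximal effect; 0% = DMSO controls and full agonism = EC100 isoproterenol or metaproterenol; nearly all actives have a fitted effect of over 65% in size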
Target sequence (P07550 whole entry, looked up): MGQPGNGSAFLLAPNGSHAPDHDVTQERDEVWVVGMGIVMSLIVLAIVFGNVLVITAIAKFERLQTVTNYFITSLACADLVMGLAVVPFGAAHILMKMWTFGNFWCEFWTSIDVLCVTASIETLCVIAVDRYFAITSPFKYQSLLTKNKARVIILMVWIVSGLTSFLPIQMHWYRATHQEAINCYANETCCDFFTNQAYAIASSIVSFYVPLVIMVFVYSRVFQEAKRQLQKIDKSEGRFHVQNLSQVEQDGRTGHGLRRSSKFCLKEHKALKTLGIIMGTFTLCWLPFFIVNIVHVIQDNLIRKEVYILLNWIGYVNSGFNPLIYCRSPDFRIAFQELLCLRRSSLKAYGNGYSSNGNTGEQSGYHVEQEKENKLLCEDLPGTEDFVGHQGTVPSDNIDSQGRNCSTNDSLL
TSG101-PTAP inh: blocks PTAP/TSG101 interaction to inhibit HIV-1 budding | 340,000 tested, under 10 active | Q99816 | Potency, µM (top dose mostly 115 µM), without a hit: at the top dose activity change, negative = inhibition, most hits filed as inhibitors | Fluorescence polarization, FITC-PTAP peptide / Tsg101 binding | AID 493005; active = well fitted inhibition curve with a large enough effect in the main read-out, with a control signal flat, not every such curve was filed as active; inconclusive = small, poorly fitted or top-dose-only effect, or effect the other way, or a change in a side signal; inactive = no such curve, though single readings can be large or run the other way; also: potency is read from the fitted curve at half-maximal effect; % of control where 0% means no effect
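Tsg101 binding domain (10 uM final) was mixed with compound and a FITC-labeled PTAP peptide (50 nM final) in HEPES pH 7.5 buffer with NaCl, Tween 20, EDTA and TCEP; fluorescence polarization was read after 20 min at r.t.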
USP2a block: inhibitors of human ubiquitin-specific protease USP2a; O75604; USP2 core, Ub-CHOP2 coupled fluorogenic reporter, 485/531; Potency, µM (highest dose often 38.3 µM), inactives show at the top dose activity change, negative = inhibition, most hits filed as inhibitors; hit rate 0.01% among 330,000; AID 463254;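 also: potency is read from the fitted curve at half-maximal effect; plate controls were DMSO wells for no effect and full inhibition by NEM control for full effect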
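Deubiquitinase activity read as fluorescence (485/531 nm) after Ub-CHOP2 cleavage activates the enterokinase reporter on its substrate; USP2 core 10nM, Ub-CHOP2 and substrate 25nM each, 30min compound preincubation then 60min RT; data normalized to NEM, curves fitted.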
Mito fusion yeast: inhibitors of mitochondrial division or activators of mitochondrial fusion; hit rate 0.23% among 320,000; S. cerevisiae fusion-defective mutant growth rescue, CellTiterGlo 48 h; Potency, µM (highest dose often 46.1 µM), for the others: top-dose growth rescue (activation), usual class: activators; AID 485298;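 also: potency is read from the fitted curve at half-maximal effect; % of control where 0% means no effect; nearly all actives have a fitted effect of over 45% in size; temperature-sensitive fusion mutants such as fzo1-1 at 37 °C on non-fermentable ethanol glycerol medium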
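Temperature-sensitive fusion-defective S. cerevisiae (e.g. fzo1-1, mgm1-5) were grown with compound in YPEG medium (3% ethanol, 3% glycerol) for 48 hours at 37C. Growth rescue was measured as viability by CellTiterGlo luminescence after 10 minutes at ambient.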
Tb PFK inh: T. brucei PFK enzyme inhibition; Potency, µM (series often up to 57.5 µM), for the others: top-dose activity, negative = inhibition, actives largely listed as inhibitors; O15648; T. brucei PFK, ADP-Glo luminescence; hit rate 0.17% among 330,000; AID 485367;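 also: potency is read from the fitted curve at half-maximal effect; 0% = uninhibited 1x PFK enzyme wells and -100% = no-enzyme wells; nearly all actives have a fitted effect of over 60% in size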
Target sequence (O15648 whole entry, looked up): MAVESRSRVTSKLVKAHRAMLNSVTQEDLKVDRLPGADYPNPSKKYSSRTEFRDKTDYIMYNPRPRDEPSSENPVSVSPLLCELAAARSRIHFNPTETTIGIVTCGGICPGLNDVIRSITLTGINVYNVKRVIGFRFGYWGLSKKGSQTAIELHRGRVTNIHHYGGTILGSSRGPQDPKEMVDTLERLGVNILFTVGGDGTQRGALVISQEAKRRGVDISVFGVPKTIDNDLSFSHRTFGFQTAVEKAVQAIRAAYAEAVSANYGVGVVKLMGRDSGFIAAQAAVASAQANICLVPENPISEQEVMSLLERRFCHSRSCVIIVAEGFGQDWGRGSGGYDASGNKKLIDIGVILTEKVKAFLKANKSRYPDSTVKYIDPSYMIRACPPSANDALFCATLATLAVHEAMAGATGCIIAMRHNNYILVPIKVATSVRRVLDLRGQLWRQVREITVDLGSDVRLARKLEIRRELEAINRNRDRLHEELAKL
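Compounds were pin-transferred as a titration series up to 57 uM into substrate buffer (0.5 mM F6P, 0.1 mM ATP, pH 8.0), then 1.25 nM PFK was added and reactions ran 45 min before ADP-Glo detection.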
Chronic BCR inh: blocks chronic active B-cell receptor signaling; ABC-DLBCL IkBa-CBG/CBR reporter, luminescence ratio, 4 h; hit rate 0.05% among 340,000; Potency, µM (top dose mostly 46.1 µM), for the others: at the top dose ratio change, negative = lower green/red ratio, most hits filed as inhibitors; active = well fitted inhibition curve with a large enough effect in the signal ratio, with a control signal flat, not every such curve was filed as active; inconclusive = small, poorly fitted or top-dose-only effect, or effect the other way, or a change in a side signal; the % refers to the signal ratio;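 also: potency is read from the fitted curve at half-maximal effect; plate controls were basal doxycycline-induced cells for no effect and cells given 10 µM MG132 for full effect; MG132 reads +100%, hits lower the ratio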
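Cell line TMD8 (human ABC DLBCL), stably expressing tet-inducible CBG68-IkBa fusion and CBR; IMDM/0.5% FBS; cpd up to 46 uM; dox induction, 4 h, 37C/5% CO2; dual luminescence; green/red ratio; MG132 control.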
TSHR antagonist: blocks TSH signaling through the human TSH receptor. AID 504810. P16473. hit rate 0.2% among 330,000. activity change, negative = inhibition, % at 11.5 µM. TSHR-expressing cells, TSH-stimulated cAMP HTRF, 2 h; active compounds read low;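 active = activity change below a set negative limit, meaning inhibition stronger than a set level, cut at about -70% in these data; inconclusive = activity change between two set negative limits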; also: % is scaled to controls: 0 for no effect and ±100 for the full control effect
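Antagonism was scored as loss of TSH-driven cAMP in TSHR cells, stimulated with 4nM TSH (EC80) for 2 hours at 37 deg C and detected by homogeneous HTRF competition immunoassay.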
TCR act: T cell receptor activation | primary human leukocytes, anti-CD3, IL-2 HTRF, 48 h | Potency, µM (highest dose often 9.22 µM), for the others: at the top dose activation of IL-2 secretion, hits mostly activators | 330,000 tested, under 10 active; also: % of control where 0% means no effect
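HTRF read-out of IL-2 secretion: europium cryptate donor excited at 320nm, d2 acceptor emission at 665nm. Cells were primary human leukocytes incubated 48 hr with compounds and a-CD3 beads, supplying TCR signal only.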
ELG1 DNA repair: inhibitors of ELG1-dependent DNA repair in HEK293T cells. HEK293T ELG1-luciferase reporter, luminescence, 16 h; DNA damage induced by 5-fluorouridine. Potency, µM (highest dose often 46.1 µM), for the others: at the top dose activity change, negative = inhibition, actives largely listed as inhibitors. hit rate 2.3% among 330,000. AID 504467; also: potency is read from the fitted curve at half-maximal effect; % is scaled to controls: 0 for no effect and ±100 for the full control effect; nearly all actives have a fitted effect of over 55% in size
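DMSO vehicle served as the neutral condition. Each well held 2,000 cells given 5-fluorouridine plus compound; after 16 hr at 37 °C/5% CO2, ONE-Glo was added and luciferase measured 30 min later.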
uPA surface inh: blocks generation of uPA at the cell surface; cell surface uPA generation assay, qHTS; hit rate 0.31% among 330,000; AID 540303; Potency, µM (titrated, usually from 38.3 µM), for the others: at the top dose activity change, negative = inhibition, most hits filed as inhibitors; active = well fitted inhibition curve with a large enough effect; inconclusive = small, poorly fitted or top-dose-only effect; inactive = no such curve, though single readings can be large or run the other way; tested in mouse RAW 264.7 cells; also: potency is read from the fitted curve at half-maximal effect; % is scaled to controls: 0 for no effect and ±100 for the full control effect; nearly all actives have a fitted effect of over 55% in size
Eya2 inh: inhibitors of human Eya2 phosphatase activity. O00167. recombinant Eya2, OMFP fluorescence dephosphorylation (OMFP is methylfluorescein phosphate). Potency, µM (titrated, usually from 76.9 µM), for the others: top-dose activity, negative = inhibition, usual class: inhibitors. hit rate 0.006% among 330,000. AID 488837; also: potency is read from the fitted curve at half-maximal effect; % is scaled to controls: 0 for no effect and ±100 for the full control effect
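Eya2 (0.2 uM) preincubated 10 min at ambient with compound, then OMFP substrate added at 50 uM; 10 min reaction in 50 mM HEPES pH 7.5, 50 mM NaCl, 5 uM MgCl2, 0.05% BSA, 1 mM DTT. Fluorescence read at Ex 485/Em 525 nm.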
* = called active by the depositor; ? = inconclusive; / = not tested or not shown; [ ] = another dose, or the depositor's remark. Unless noted, calls follow the shape of the dose curve; as a rule, active = well fitted curve in the direction sought with a large enough effect; inconclusive = small, poorly fitted or top-dose-only effect, or another doubt; inactive = no such curve, though single readings can be large; an effect the other way counts as inactive or inconclusive.

SMILES | B2AR arrestin | TSG101-PTAP inh | USP2a block | Mito fusion yeast | Tb PFK inh | Chronic BCR inh | TSHR antagonist | TCR act | ELG1 DNA repair | uPA surface inh | Eya2 inh
O=C1OC(/C=C/c2ccc(Cl)cc2Cl)=NC/1=C\c1cccs1 | -0.6% | -2% | 0% | 7% | 6% | 7% | 2 | -8%[46.1 µM] | -3% | 0% | 5%
COc1ccccc1C(=O)N1CCN=C1SC | -1.0% | -1% | ? | 1% | 1% | 2% | -4 | -2% | 4% | -1% | 17%
COC(=O)c1ccc(NC(=O)CNC(=O)C2CCCCC2)cc1 | 0.2% | -9% | 2% | 2% | -4% | 0% | -2 | 3% | 10% | 13% | -1%
COc1ccc(Cl)cc1NC(=O)c1cccc(N2C(=O)C3CC=CCC3C2=O)c1 (configuration not stated) | 0.0% | / | 0% | -1% | -6% | 4% | -10 | 1% | -3% | 1% | 6%
CCN(CC)CCNC(=O)c1c(O)c2cc(OC)c(OC)cc2[nH]c1=O | -0.1% | -2% | -3% | 0% | 1% | -2% | 4 | 2%[46.1 µM] | 4% | 1% | -8%
CCC(C)Sc1nc(O)cc(=O)[nH]1 (configuration not stated) | -0.7% | -7% | 1% | -8% | 1% | 1% | -22 | 1% | 0% | / | 6%
CCn1c2ccccc2c2cc(NC(=O)CNCC3CCCO3)ccc21 (configuration not stated) | 0.0% | 3% | 0% | 1% | -4% | ? | -2 | -27% | 3% | 0% | -5%
CCC(O)(CC)C(=O)NN(C(=O)CCl)c1ccccc1 | -0.5% | -1% | -10% | -7% | 2% | ? | -4 | 3%[46.1 µM] | ? | -20% | -2%
O=C(CCNC(=O)C1CCN(S(=O)(=O)c2ccccc2)CC1)NCc1ccc(Cl)cc1Cl | 0.1% | 1% | -1% | 0% | -2% | -1% | -15 | -3% | -6% | 9% | -1%
S=c1nc(-c2ccccc2)c(-c2ccccc2)n[nH]1 | -0.7% | -4% | 1% | 20% | -4% | ? | -9 | -2% | -4% | -6% | -1%
CN(C)c1nc(N)nc(Nc2ccccc2C#N)n1 | 0.0% | 0% | 3% | 1% | -8% | -22% | -6 | 2% | 13% | -3% | 3%
Cc1ccc(NC(=O)c2cccc(C(=O)Nc3ccc(C)cc3C(=O)O)c2)c(C(=O)O)c1 | 1.1% | -9% | -3% | 5% | 4% | ? | 12 | 4% | ? | -1% | 19%
O=C(CCn1nc(-c2ccccc2)ccc1=O)N1CCOCC1 | 0.2% | -2% | 0% | 0% | -4% | -11% | 5 | 3% | 11% | 1% | 15%
Cc1cc(C)cc(NC(=O)CN2CCc3ccccc3C2)c1 | 0.2% | -1% | -1% | -13% | -1% | 6% | 3 | 4% | -6% | 7% | -8%
CCOC(=O)c1cccc2c(=O)c(C(=O)c3ccc(Cl)cc3)c(C(=O)OC)[nH]c12 | -0.6% | 0% | 4% | 5% | 0% | 2% | -3 | 1%[46.1 µM] | 4% | 0% | 1%
Cc1ccc(S(=O)(=O)N2CCN(C(=O)CSc3nccn3C)CC2)cc1 | -0.1% | -5% | 3% | 2% | 5% | ? | -3 | -5% | 7% | -2% | 2%
CCCCOc1ccc(/C=C(\C(=O)O)c2ccc(S(=O)(=O)N3CCCC3)s2)cc1 | -0.9% | -2% | -18% | / | -8% | -5% | / | -2% | -3% | -22% | 1%
COc1ccc(C2=NO[C@@H]3[C@@H]4C[C@@H]([C@H]5C(=O)N(c6ccc7c(c6)OCO7)C(=O)[C@@H]45)[C@H]23)cc1OC | 0.3% | -2% | -1% | -6% | -6% | -16% | -8 | 1%[46.1 µM] | 1% | 3% | 3%
O=C(CS(=O)(=O)Cc1ccccc1)NCC1CCCO1 (configuration not stated) | -0.3% | -1% | 0% | -10% | -11% | 4% | 2 | 4% | 5% | 3% | -29%
COc1ccc(-c2nnn(Cc3ccccc3)n2)cc1OC | -0.2% | 0% | 4% | -4% | 1% | 8% | -3 | -7% | 13% | -4% | -10%
O=C(CSc1nc2ccccc2[nH]1)N/N=C/C=C\c1ccccc1[N+](=O)[O-] | -0.7% | -1% | 1% | 0% | 6% | -8% | 11 | 3% | -10% | 7% | 4%
COCCNC(=O)C(c1ccncc1)N(Cc1ccccc1)C(=O)Cn1nnc2ccccc21 (configuration not stated) | -0.1% | -6% | 3% | 6% | -1% | -1% | 11 | -1% | ? | 0% | -1%
COc1ccc(/C=C/C(=O)c2ccc3c4c(cccc24)CC3)cc1 | -1.3% | 1% | 1% | 9% | 0% | -23% | -32 | 9%[46.1 µM] | -8% | -5% | -12%
COC(=O)Cc1ccc(NC(=S)N2CCN(C)CC2)cc1 | 0.0% | -5% | 1% | -2% | -5% | -7% | 1 | 4% | 0% | -4% | 1%
CN(CCc1ccccn1)C(=O)CCC1CCCN(C(=O)c2ccccn2)C1 (configuration not stated) | -1.1% | -7% | 1% | 3% | 1% | -25% | -7 | 3% | 9% | 11% | -2%

Further structures follow:
SMILES | B2AR arrestin | TSG101-PTAP inh | USP2a block | Mito fusion yeast | Tb PFK inh | Chronic BCR inh | TSHR antagonist | TCR act | ELG1 DNA repair | uPA surface inh | Eya2 inh
O=C(COC(=O)/C=C/c1ccccc1)NNC(=O)c1ccc([N+](=O)[O-])cc1 | 0.1% | 2% | 4% | -3% | 4% | ? | -8 | 0% | 7% | 2% | -18%
CCOC(=O)c1c(C)n(C)c2ccc(OC)c(NC(=O)CN3CCN(C(=O)c4ccco4)CC3)c12 | 0.1% | -2% | 0% | 13% | 6% | ? | 12 | 7% | ? | -16% | 2%
Cn1c(CNC(=O)c2ccco2)nnc1SCC(=O)Nc1cccc(F)c1 | -0.3% | -3% | 0% | -4% | 3% | -1% | 3 | -11% | 3% | 2% | 6%
S=c1[nH]nc(Cc2cccs2)n1-c1ccccc1 | -0.3% | -5% | 1% | -8% | 1% | -1% | -16 | 3% | 5% | 6% | 3%
COc1ccc(-c2cc3cccc(OC)c3oc2=O)cc1 | -0.2% | -3% | 3% | 19% | -8% | -3% | -13 | -1% | ? | ? | -19%
COc1ccc2c(OC)cc(=O)n(C)c2c1 | -0.9% | -5% | 0% | -6% | 0% | ? | 0 | -4%[46.1 µM] | ? | -7% | -7%
O=C(OCCCN=C1NS(=O)(=O)c2ccccc21)c1ccccc1 | 0.1% | -1% | -1% | 1% | 2% | -5% | 5 | 5% | 3% | 1% | 6%
CCC1CCCCN1C(=O)N[C@@H](Cc1ccccc1)C(=O)O (some centres not stated) | 0.4% | -4% | 2% | 0% | 0% | 1% | 5 | 4% | 7% | / | -7%
O=C(O)c1ccc(OS(=O)(=O)c2ccc(Cl)s2)c(Cl)c1 | -1.6% | -9% | -1% | 9% | 0% | 5% | -17 | / | 14% | -9% | -19%
COCCn1c(C)cc(C(=O)COC(=O)c2ccc(N3CCCC3=O)cc2)c1C | -0.1% | -3% | -2% | 2% | -4% | -2% | 12 | -3% | -11% | 0% | 4%
O=C(Nc1cccc(NC(=O)c2cccs2)c1)c1ccc2c(c1)OCO2 | -0.1% | -2% | 0% | -4% | -3% | ? | -6 | 6% | ? | 3% | 1%
CC1CN(C(=S)SCC(=O)c2ccccc2)CC(C)O1 (configuration not stated) | 0.0% | -1% | 4% | 3% | 1% | ? | -10 | -3%[46.1 µM] | ? | 10% | -1%
Cn1c(=O)c2c(nc(CN3CCN(Cc4ccccc4)CC3)n2Cc2cccc(Cl)c2)n(C)c1=O | 0.0% | -8% | -7% | -4% | 0% | 0% | -5 | -3% | 12µM* | -27% | -25%
O=C(Nc1ccccc1Cl)N1CCN(C/C=C/c2ccccc2)CC1 | -0.3% | 0% | -2% | 6% | -3% | -2% | -7 | -5%[46.1 µM] | -20% | -7% | 1%
CCC(=O)n1nc(-c2cccnc2)nc1NCc1ccc(F)cc1 | -0.3% | 0% | 0% | -6% | -2% | 8% | 2 | 3% | 17% | -2% | 0%
COc1cc(S(=O)(=O)NCc2ccncc2)ccc1Br | 0.4% | -2% | 1% | 0% | -11% | -2% | -10 | -2% | ? | 1% | -17%
CCn1cc([N+](=O)[O-])c(C(=O)Nc2ccn(Cc3ccccc3F)n2)n1 | 0.0% | -3% | 4% | 0% | -17% | -3% | 7 | 0% | -11% | / | -11%
O=C(NCCOc1ccc(F)cc1)C1CCC(=O)N(CCCN2CCOCC2)C1 (configuration not stated) | 0.4% | -1% | -1% | 0% | 3% | -1% | 5 | -18% | 1% | -2% | 7%

High-throughput results (PubChem)
